Tau ThT inhib = qHTS for Inhibitors of Tau Fibril Formation, Thioflavin T Binding | Potency, µM (doses to about 57.4 µM), without a hit: at the highest dose activity, negative = inhibition, hits mostly inhibitors | hit rate 2.1% among 270,000 | recombinant tau K18 P301L, heparin-induced fibrillization, ThT fluorescence; also: % is scaled to controls: 0 for no effect and ±100 for the full control effect; nearly all actives have a fitted effect of over 55% in size
Target sequence (P10636 561-689 P618L limits assumed): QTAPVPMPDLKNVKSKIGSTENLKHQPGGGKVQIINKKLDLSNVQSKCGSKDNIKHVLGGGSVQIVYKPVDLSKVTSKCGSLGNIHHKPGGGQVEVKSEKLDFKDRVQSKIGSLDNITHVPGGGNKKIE
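Using a mix of unlabeled (15 uM) and Alexa 594-labeled (0.24 uM) tau K18 P301L, heparin-triggered fibrillization over 6 hr at 37 C was scored by ThT fluorescence.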
Tau fibril FP = qHTS for Inhibitors of Tau Fibril Formation, Fluorescence Polarization. Microtubule-associated protein tau (Homo sapiens), P10636. K18 P301L tau heparin fibrillization, Alexa594 FP, 6 h. Potency, µM (doses to about 57.7 µM), for inactives: at the top dose activity, negative = inhibition, usual class: inhibitors. hit rate 0.39% among 280,000; also: % is scaled to controls: 0 for no effect and ±100 for the full control effect; nearly all actives have a fitted effect of over 55% in size
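Recombinant K18 P301L […], labeled with Alexa 594 at 0.24 uM over 15 uM unlabeled; heparin inducer 20 uM final; 37 C, 6 hr; FP endpoint.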
ALDH1A1 inh = qHTS Assay for Inhibitors of Aldehyde Dehydrogenase 1 (ALDH1A1); AID 1030, 2008; hit rate 7.3% among 220,000; Purified ALDH1A1, NADH fluorescence, propionaldehyde substrate; Potency, µM (doses to about 75.3 µM), for inactives: at the top dose activity, negative = inhibition, hits mostly inhibitors; active = well fitted inhibition curve with a large enough effect, not every such curve was filed as active; inconclusive = small, poorly fitted or top-dose-only effect, or another doubt; inactive = no such curve, though single readings can be large or run the other way;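 also: plate controls were no enzyme wells and a reference inhibitor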
Target sequence (P00352 whole entry, looked up): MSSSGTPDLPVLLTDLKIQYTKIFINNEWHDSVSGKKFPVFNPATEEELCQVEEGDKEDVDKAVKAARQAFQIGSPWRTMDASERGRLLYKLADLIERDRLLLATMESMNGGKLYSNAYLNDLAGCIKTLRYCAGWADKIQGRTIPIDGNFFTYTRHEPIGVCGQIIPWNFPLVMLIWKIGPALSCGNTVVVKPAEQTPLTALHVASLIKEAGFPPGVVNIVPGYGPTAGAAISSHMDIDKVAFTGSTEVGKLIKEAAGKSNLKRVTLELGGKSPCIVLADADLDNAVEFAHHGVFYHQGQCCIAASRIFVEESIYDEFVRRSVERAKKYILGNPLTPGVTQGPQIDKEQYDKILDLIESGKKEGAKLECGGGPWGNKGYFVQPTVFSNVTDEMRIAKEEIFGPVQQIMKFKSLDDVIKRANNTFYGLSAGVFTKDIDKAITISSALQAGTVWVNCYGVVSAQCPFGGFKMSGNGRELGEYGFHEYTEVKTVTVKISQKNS
HTT cytoprotect = qHTS Multiplex Assay to Identify Dual Action Probes in a Cell Model of Huntington: Cytoprotection (ATP); PC12 HTT-Q103 induced, cytoprotection, ATP luminescence, 40 h; Potency, µM (series often up to 56.4 µM), inactives show cytoprotection (ATP increase), actives largely listed as activators; hit rate 0.14% among 230,000;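 also: % of control where 0% means no effect; nearly all actives have a fitted effect of over 45% in size; toxic huntingtin expression switched on by the ecdysone agonist tebufenozide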
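PC12 cells with ecdysone-inducible HTT exon 1 Q103-GFP, induced with 100 nM tebufenozide and co-treated with library compounds in a dose series (1536-well, 1500 cells/well). Cytoprotection read as ATP content by ATPlite luminescence.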
HttQ103 aggreg = qHTS Multiplex Assay to Identify Dual Action Probes in a Cell Model of Huntington: Aggregate Formation (GFP); AID 1688, 2009; Potency, µM (top dose mostly 46.1 µM), for the others: top-dose activity change, negative = inhibition, actives largely listed as inhibitors; PC12 HttQ103-GFP aggregates, Acumen cytometry, 40 h; hit rate 1.1% among 220,000; also: % is scaled to controls: 0 for no effect and ±100 for the full control effect; nearly all actives have a fitted effect of over 60% in size
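Quantitative HTS on tebufenozide-induced (100 nM) PC12 cells stably expressing polyQ103 Huntingtin exon 1–GFP. Reduction of bright GFP aggregates, detected by laser scanning cytometry after lysis, identified actives across the titration.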
JMJD2E inh = qHTS Assay for Inhibitors of Human Jumonji Domain Containing 2E (JMJD2E); Lysine-specific demethylase 4E (Homo sapiens), B2RXH2; JMJD2E catalytic domain, FDH-coupled NADH fluorescence (FDH is formaldehyde dehydrogenase); Potency, µM (series often up to 57.1 µM), for the others: top-dose activity change, negative = inhibition, most hits filed as inhibitors; hit rate 1.6% among 230,000; active = well fitted inhibition curve with a large enough effect, not every such curve was filed as active; inconclusive = small, poorly fitted or top-dose-only effect, or another doubt; inactive = no such curve, though single readings can be large or run the other way;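 also: 0% = wells with enzyme and -100% = buffer wells without enzyme; nearly all actives have a fitted effect of over 50% in size; many of its hits are not listed in these tables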
Target sequence (B2RXH2 1-337 limits assumed): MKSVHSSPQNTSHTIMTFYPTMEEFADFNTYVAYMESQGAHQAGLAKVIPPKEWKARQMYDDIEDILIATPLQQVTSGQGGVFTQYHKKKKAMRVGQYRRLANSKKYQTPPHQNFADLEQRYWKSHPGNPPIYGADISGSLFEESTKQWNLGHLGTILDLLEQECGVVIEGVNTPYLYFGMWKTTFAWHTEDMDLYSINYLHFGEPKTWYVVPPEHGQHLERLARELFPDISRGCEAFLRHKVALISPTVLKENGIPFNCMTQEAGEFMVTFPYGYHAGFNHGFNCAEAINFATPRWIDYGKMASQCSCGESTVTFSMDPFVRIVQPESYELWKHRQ
SMN2 splice up = qHTS Assay for Enhancers of SMN2 Splice Variant Expression; AID 1458, 2008; Potency, µM (titrated, usually from 46.1 µM), for the others: at the top dose activity change, positive = activation, usual class: activators; HEK293 SMN2-luciferase splicing reporter, luminescence, 30-36 h; hit rate 2.8% among 210,000; also: % of control where 0% means no effect; nearly all actives have a fitted effect of over 55% in size
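HEK293 cells carry an SMN2 […]–luciferase reporter in which exon 7 inclusion puts luciferase in frame. Cells were plated 10-12 h before compound addition, then incubated 30-36 h at 37C. ONE-Glo luminescence was read; sodium butyrate at 4.5 mM final served as control.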
Tau fluor counter = Counterscreen qHTS for Inhibitors of Tau Fibril Formation, Fluorescence Polarization. Potency, µM (top dose mostly 57.7 µM), for the others: at the top dose activity change, negative = decrease. tau K18 P301L Alexa594 fluorescence, heparin fibrillization. hit rate 0.93% among 280,000; also: % is scaled to controls: 0 for no effect and ±100 for the full control effect; nearly all actives have a fitted effect of over 55% in size
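Human tau K18 P301L (15 uM unlabeled, 0.24 uM Alexa 594-labeled) in 100 mM sodium acetate pH 7 with 20 uM heparin, 6 hr at 37 C. ThT 30 uM added, 1 hr ambient; Alexa 594 FP and total fluorescence read at 555/632 nm.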
* marks the source's active call; other numbers are inactive results; ? = inconclusive; nt = no result given; & = joins results of further samples; [ ] = dose if it differs, or a comment. Unless noted, calls follow the shape of the dose curve; as a rule, active = well fitted curve in the direction sought with a large enough effect; inconclusive = small, poorly fitted or top-dose-only effect, or another doubt; inactive = no such curve, though single readings can be large; an effect the other way counts as inactive or inconclusive. Potency is read from the fitted curve at half-maximal effect.

SMILES	Tau ThT inhib	Tau fibril FP	ALDH1A1 inh	HTT cytoprotect	HttQ103 aggreg	JMJD2E inh	SMN2 splice up	Tau fluor counter
N/C(COc1ncn(-c2ccccc2)n1)=N\S(=O)(=O)c1ccccc1	2%	2%	18%	-13%	7%[9.22 µM]	12%	4%	-1%
CCOC(=O)c1c(-c2ccc(C)cc2)csc1NC(=S)NC(=O)c1ccccc1	-23%	?	-5%	13%[10 µM]	-5%	-5%	-10%	?
COc1cc(OC)c2c(C)cc(=O)oc2c1	5%	-2%	?	-8%	13%	?	-11%	5%
COc1cccc(C(=O)O/N=C(\C)c2cnccn2)c1	?	-5%	12%	-24%	4%	19%	nt	-6%
CC(=O)Nc1cccc(NC(=O)CSc2nn3c(=O)c(C)nnc3s2)c1	?	-11%	nt	4%[10 µM]	-2%[9.22 µM]	10%	nt	-10%
Fc1cccc(CSc2nnc3c(n2)[nH]c2ccccc23)c1	-3%	?	nt	-5%[10 µM]	-38%[9.22 µM]	-2%	nt	7%
COC(=O)C(Cc1cnc[nH]1)NC(=O)C1CCC(=O)N1 (stereo not given)	-3%	-4%	9%	-3%	1%	6%	-10%	1%
CS(=O)(=O)N(CC(=O)N1CCOCC1)c1cccc([N+](=O)[O-])c1	6%	-3%	3%	-28%	16%[9.22 µM]	-3%	13%	5%
COc1ccc(NC(=O)c2ccco2)c(OC)c1	-4%	-3%	0%	-25%[10 µM]	2%	8%	7%	-1%
Cc1cc(C)c2c(=O)cc(C(=O)NCCc3ccc(S(N)(=O)=O)cc3)oc2c1	-2%	-4%	nt	nt	nt	nt	-1%	-10%
O=C1CC(c2ccc(S(=O)(=O)NCCOc3ccccc3)cc2)CN1 (stereo not given)	0%	3%	?	9%[0.074 µM]	-5%	4%	-17%	4%
CCCCCCCC/C=C\C/C=C\C/C=C\CCCC(=O)O	-12%&-2%	1%&5%	6%&2%	?	nt	9%	10%&6%	-2%&2%
COc1ccc(NC(=O)CC2Oc3ccc(C)cc3NC2=O)cc1Cl (stereo not given)	?	?	nt	nt	nt	nt	4%	17%
O=C(CSCC(=O)OCn1nnc2ccccc2c1=O)Nc1ccc(Cl)cc1	-15%	-1%	?	-3%	16%	13%	4%	-3%
C/C(CCC(C)C)=N\NC(=S)NCc1ccccc1	-12%	-3%	-1%	-17%[10 µM]	-26%	0%	-14%	-22%
CCCCn1nnc(NC(=O)c2cc3ccccc3o2)n1	0%	-6%	0%	-7%	-2%	12%	?	0%
CN(C)N=Nc1nc2c([nH]1)c(=O)n(C)c(=O)n2C	?	-3%	nt	-5%[10 µM]	17%[9.22 µM]	-6%	nt	-12%
COc1ccc(CCNC(=S)NC(=O)c2c(-c3ccccc3Cl)noc2C)cc1OC	?	-6%	nt	9%[10 µM]	9%[9.22 µM]	-5%	nt	?
COc1ccc(C2NC(=O)NC(O)(C(F)(F)F)C2C(=O)c2ccc(C)cc2)cc1 (stereo not given)	0%	6%	18µM*	9%	-3%	-1%	nt	4%
CC(C)CSc1nc2ccccc2[nH]1	-14%	-5%	-10%	-26%	7%	0%	?	-10%

Quoted from the listing:
In Tau fibril FP, `CCCCn1nnc(NC(=O)c2cc3ccccc3o2)n1` has the entry -6%
In Tau fibril FP, `COc1ccc(CCNC(=S)NC(=O)c2c(-c3ccccc3Cl)noc2C)cc1OC` has the entry -6%

Other results follow.
SMILES	Tau ThT inhib	Tau fibril FP	ALDH1A1 inh	HTT cytoprotect	HttQ103 aggreg	JMJD2E inh	SMN2 splice up	Tau fluor counter
CCN(CC)CCNS(=O)(=O)c1ccc(C(=O)NN)cc1	-4%	-3%	?	-4%	10%	23%	0%	0%
CCNC(=O)N1c2ccc(OCC)cc2C(C)=CC1(C)C	?	-15%	?	18%	?	?	3%	-19%
CC(=O)N1CCC(Nc2ccc(C)cc2)CC1	-16%	0%	13%	1%	3%	2%	9%	-5%
O=C(O)c1cn(C2CC2)c2cc(N3CCN(S(=O)(=O)c4ccc5c(c4)OCCO5)CC3)c(F)cc2c1=O	-4%	5%	?	31%[10 µM]	?	?	-47%[inhibitor]	6%
COc1ccc(C2CC(C)(c3ccc(OC)cc3OC)Nc3ccccc3N2)c(OC)c1 (stereo not given)	?	-11%	?	5%[10 µM]	3%[9.22 µM]	0%	nt	-23%
O=C(OCc1ccccc1)[C@@H]1COC(c2ccc(Br)cc2)=N1	-9%[81.4 µM]	0%[81.3 µM]	2%	-40%[inhibitor]	nt	nt	nt	-12%[81.3 µM]
COc1cc(NC(=O)c2ccc(C)cc2)c(OC)cc1NC(=O)CN1CCOCC1	-14%	11%	-9%	-55%[inhibitor]	-25%	10%	1%	-16%
CCc1nc(N2CCN(C(C)=O)CC2)c(C#N)c2c1COC(C)(C)C2	-14%	-11%	nt	27%[10 µM]	12%[9.22 µM]	?	nt	-21%
COC(=O)c1sccc1NC(=O)c1cc(OC)c(OC)c(OC)c1	-14%	-10%	?	-33%	-1%	-1%	-8%	-18%
O=C(COC(=O)C1(c2ccc(Cl)cc2)CCCC1)NC1CCS(=O)(=O)C1 (stereo not given)	-4%	-1%	?	-13%	-11%	15%	-21%	-1%
CCOC(=O)C(C(=O)OCC)C1OC(=O)c2cc3c(cc21)C(=O)OC3C(C(=O)OCC)C(=O)OCC (stereo not given)	-11%	-8%[2.34 µM]	-5%	-10%[10 µM]	-3%[9.22 µM]	5%	nt	-12%
Cn1c(-c2ccccc2)cccc1=O	0%	1%	-3%	-12%	4%	-1%	-3%	-6%
NC(=O)C1CCN(C(=O)Nc2csc3ccccc23)CC1	-17%	1%	nt	-3%[10 µM]	-1%[9.22 µM]	6%	nt	-11%
COCCNC(=O)CCCC(=O)NCCOC	3%	-5%	2%	34%[0.074 µM]	-3%	4%	16%	5%
N/C(Cn1cncn1)=N\OC(=O)c1ccc(Cl)cc1	-12%	?	-5%	nt	?	4%	-2%	-4%
S=c1[nH]c(-c2ccccc2)cn1/N=C/c1ccc(Br)cc1	?	0%	-4%	-5%	-11%	?	nt	-24%
O=C(NC(c1ccccc1)c1ccccc1)c1cccc(S(=O)(=O)NCc2ccccc2)c1	1%	-7%	4.5µM*	4%[10 µM]	-13%	-2%	?	-27%
CN1C=C/C(=C\c2cc[n+](C)c3ccccc23)c2ccccc21	14µM*	?	?	-184%[inhibitor]	7.1µM*	4µM*	-82%[inhibitor]	?
CC(=O)NCCOc1nc(N(C)C)nc(N2CCOCC2)n1	0%	2%	-5%	-11%[0.074 µM]	-5%	3%	?	1%
CCc1ccc2[nH]cc(C(=O)OCCOC)c(=O)c2c1	-2%	7%	-12%	15%	-1%	9%	-13%	3%
CC(C)(C)NC(=O)CC1C(=O)NCCN1Cc1c(F)cccc1Cl (stereo not given)	-6%	-3%	0%	-22%	2%	4%	nt	-6%
O=C(COC(=O)CCC1CCCC1)Nc1ccccc1OC(F)F	0%	4%	-9%	-57%[inhibitor]	14%	0%	19%	-7%
CCOc1cc(N2CCOCC2)c(OCC)cc1NC(=O)CN1CCc2ccccc2C1	-20%	-1%	?	-55%[inhibitor]	-7%	?	-19%	-20%
CC(=O)/C(=N\Nc1ccc(Cl)cc1)Sc1nnc(-c2ccccc2)n1-c1ccccc1	-14%	2%	?	0%[10 µM]	6%	-14%	-12%	-12%
CCCc1c(O)nc(SCCN(CC)CC)n(C(=O)c2ccccc2)c1=O	-5%	1%	-15%	5%	-4%	-2%	16%	1%
Cc1ccc(CNC(=O)c2cc3c(s2)-c2ccc(Cl)cc2SC3)cc1	7%	?	nt	nt	nt	nt	1%	-15%
CCN=C1S/C(=C\c2cn(CC(=O)NCCOC)c3ccccc23)C(=O)N1CC	-11%	5%	?	-8%[10 µM]	2%[9.22 µM]	271%[activator]	nt	-15%
COc1ccccc1/C=N/NC(=O)COCC(=O)N/N=C/c1ccccc1OC	2%	4%	-10%	5%	4%	-1%	nt	-3%
COCCCNC(=O)Cn1cnc2sc(C)c(S(=O)(=O)N3CCC(C)CC3)c2c1=O	-2%	1%	nt	nt	nt	nt	-6%	-8%
Cc1ccc(/C=C/C(=O)O)cc1S(=O)(=O)NCCO	-9%	10%	6%	11%[10 µM]	3%	-9%	-11%	2%
CCC(C)n1nccc1NC(=O)C(C)OC(=O)c1cc2ccccc2[nH]1 (stereo not given)	-11%	-6%	?	-10%[10 µM]	-33%	?	nt	-13%
CCOC(=O)c1ccc(COc2ccc(C(C)C)cc2)o1	-13%	-1%	-7%	21%[10 µM]	16%[9.22 µM]	-7%	nt	-4%
O=C(CCC(=O)N/N=C/c1c[nH]c2ccccc12)NCc1ccccc1	-8%	8%	-6%	nt	-3%	-4%	23%	-11%
Cc1cccc(Sc2c([N+](=O)[O-])ncn2C)n1	-19%	0%	-10%	-27%	10%	1%	8%	-8%
CCOC(=O)CSc1nc2ccc(NC(C)=O)cc2s1	-12%	1%	6%	-15%	-7%	6%	nt	-6%
O=c1c2sc3nc(N4CCOCC4)c4c(c3c2ncn1CCc1ccccc1)CCCC4	-6%	-1%	?	-3%	-4%	?	-10%	-8%
c1ccc(Cc2nn3c(C4COc5ccccc5O4)nnc3s2)cc1 (stereo not given)	?	6%	2µM*	-10%	-22%	4%	?	-11%
O=C(c1ccc(Cl)c(S(=O)(=O)NCc2ccco2)c1)N1CCN(c2ccccc2F)CC1	-15%	-6%	-2%	18%	6%[9.22 µM]	9%	-10%	-17%
Cc1ccc(C2CC(c3ccccc3C)n3nc(N)nc3N2)cc1 (stereo not given)	-5%	-3%	2%	11%[10 µM]	-8%	-12%	6%	-6%

Screens as filed in PubChem.

Not all compounds are listed; the hit share may differ from the screen's.
